Source: PubChem (NCI)
NCI-60 one-dose screen, 48 h, at 10 µM unless noted. Numbers give growth in % (100 = growth as untreated, 0 = no growth, -100 = all killed).
MALME-3M = MALME-3M melanoma. actives 5.8% (n = 78,000). AID 1794766
UACC-62 = UACC-62 melanoma; actives 5.4% (n = 81,000); AID 1794756
HOP-92 = HOP-92 NSCLC cells; actives 6.3% (n = 71,000)
A549/ATCC = A549/ATCC NSCLC | actives 3.7% (n = 81,000)
UACC-257 = UACC-257 melanoma. actives 4.4% (n = 78,000). AID 1794764
HOP-62 = HOP-62 NSCLC; AID 1794735; actives 3.9% (n = 80,000)
M14 = M14 melanoma; AID 1794745; actives 6.2% (n = 80,000)
EKVX = EKVX NSCLC. actives 3% (n = 71,000). AID 1794765
Active calls of the source: *; / = no result given; & = joins results of further samples. The calls were made as follows: active = growth percent below 10; inactive = the rest.

SMILES | MALME-3M | UACC-62 | HOP-92 | A549/ATCC | UACC-257 | HOP-62 | M14 | EKVX
COc1cc(-c2noc(-c3cccc(N)c3)n2)cc(OC)c1OC | 106.3 | 90.3 | 96.0 | 83.7 | 102.1 | 91.4 | 93.1 | 97.1
Cc1ccc(S(=O)(=O)N=N/C=C2/C=CC=CN2O)cc1 | 116.1 | 111.4 | / | 96.2 | 100.4 | 97.9 | 109.6 | 90.6
CCCCCCCCn1cc[n+](C)c1 | 81.0 | 81.1 | 106.4 | 85.7 | 83.2 | 90.8 | 87.5 | /
CC1=C(C=C(Cl)Cl)CC(=O)C=C1 | 94.3 | 110.1 | 111.3 | 105.9 | 103.6 | 101.3 | 103.3 | /
CCOC(=O)c1c(N)sc(-c2nc3ccccc3s2)c1C | 106.9 | 88.3 | 84.4 | 92.9 | / | 88.0 | 97.2 | 68.0
Cc1cc(-c2ccccc2)n2[nH]cc(C)n(-c3ccccc3)nc2c1C#N | 96.6 | 78.3 | / | 97.9 | 100.8 | 76.6 | 100.8 | 113.3
CC(=N\O)/C(=N/O)c1ccccc1 | / | 108.3 | 97.6 | 95.5 | 91.4 | 95.4 | 102.0 | /
CCCC(NC(=O)C(C)NC(=O)c1cccc(N2C(=O)/C(=C/c3ccccc3)SC2=S)c1)C(=O)O (stereo not drawn) | 96.4 | 99.6 | 101.6 | 102.0 | 103.7 | 104.0 | 94.1 | 99.1
ON=C1/C(=N\O)CCC/C1=N/O | 114.9 | 97.1 | 114.6 | 93.4 | 97.0 | 104.0 | 96.1 | 112.6
CNC(=O)c1c(NC(=O)c2ccc(F)cc2F)sc2c1CCC(=O)C2 | -9.5* | -25.5* | -34.0* | 13.1 | -2.3* | 16.3 | 19.3 | 14.5
COc1ccc(-c2nc3c(c(-c4ccc(Cl)cc4)nn3-c3ccccc3)c(-c3ccccc3)c2C#N)cc1 | 102.9 | 98.5 | 119.9 | 95.9 | 95.9 | 111.0 | 92.3 | 107.2
Fc1cc(CCOc2ncc(Cl)c(-n3cnc4ccccc43)n2)ccn1 | 128.0 | 97.3 | 84.8 | 96.7 | 110.4 | 100.0 | 103.8 | 96.0
Cc1nc(N)[nH]c(=O)c1[N+](=O)[O-] | 106.2 | 98.8 | 97.3 | 98.5 | 102.3 | 100.8 | 103.1 | 95.7
Nc1nc2c(C(=O)Nc3ccc(Br)cc3)c(Nc3ccccc3)nn2cc1-c1nc2ccccc2s1 | 101.1 | 100.4 | 96.1 | 108.9 | 120.7 | / | 103.6 | 98.2
O=C(Nc1cccc(Cl)c1)C1=NCCCCN1 | 100.8 | 88.7 | 114.7 | 103.7 | 103.1 | 111.0 | 104.7 | 98.7

Ordered by formula weight (high to low): 8 of the compounds above
SMILES | MALME-3M | UACC-62 | HOP-92 | A549/ATCC | UACC-257 | HOP-62 | M14 | EKVX
Nc1nc2c(C(=O)Nc3ccc(Br)cc3)c(Nc3ccccc3)nn2cc1-c1nc2ccccc2s1 | 101.1 | 100.4 | 96.1 | 108.9 | 120.7 | / | 103.6 | 98.2
COc1ccc(-c2nc3c(c(-c4ccc(Cl)cc4)nn3-c3ccccc3)c(-c3ccccc3)c2C#N)cc1 | 102.9 | 98.5 | 119.9 | 95.9 | 95.9 | 111.0 | 92.3 | 107.2
Fc1cc(CCOc2ncc(Cl)c(-n3cnc4ccccc43)n2)ccn1 | 128.0 | 97.3 | 84.8 | 96.7 | 110.4 | 100.0 | 103.8 | 96.0
CNC(=O)c1c(NC(=O)c2ccc(F)cc2F)sc2c1CCC(=O)C2 | -9.5* | -25.5* | -34.0* | 13.1 | -2.3* | 16.3 | 19.3 | 14.5
Cc1cc(-c2ccccc2)n2[nH]cc(C)n(-c3ccccc3)nc2c1C#N | 96.6 | 78.3 | / | 97.9 | 100.8 | 76.6 | 100.8 | 113.3
COc1cc(-c2noc(-c3cccc(N)c3)n2)cc(OC)c1OC | 106.3 | 90.3 | 96.0 | 83.7 | 102.1 | 91.4 | 93.1 | 97.1
CCOC(=O)c1c(N)sc(-c2nc3ccccc3s2)c1C | 106.9 | 88.3 | 84.4 | 92.9 | / | 88.0 | 97.2 | 68.0
CC1=C(C=C(Cl)Cl)CC(=O)C=C1 | 94.3 | 110.1 | 111.3 | 105.9 | 103.6 | 101.3 | 103.3 | /

Next records.
SMILES | MALME-3M | UACC-62 | HOP-92 | A549/ATCC | UACC-257 | HOP-62 | M14 | EKVX
C=CCOC(=O)[C@@H]1CCCN1C(=O)CNC(=O)OC(C)(C)C | 96.2 | 98.6 | / | 95.2 | 90.0 | 96.6 | 98.6 | 101.3
O=C(c1ccc(O)c(Br)c1)c1ccc(O)c(Br)c1 | 105.9 | 97.1 | 101.1 | 109.1 | 109.7 | 102.1 | / | 112.4
CC(=O)Nc1nc(-c2n[nH]c(=S)n2-c2ccccc2)cs1 | 94.0 | 102.2 | 90.1 | 89.6 | 100.8 | 100.6 | 99.4 | 103.9
CS(=O)(=O)c1ccc(C(=O)N/N=C/c2ccccc2)cc1 | 106.4 | 95.2 | / | 71.5 | 55.8 | 88.0 | 106.4 | 100.5
CCCCCCCCCCCC(C)O (stereo not drawn) | 102.7 | 106.0 | 94.3 | 101.7 | 96.1 | 102.5 | 101.1 | /
COc1ccc(C2=NN(C)C(=O)C3(CCCCC3)C2)cc1 | / | 98.4 | / | 100.5 | 99.9 | 120.7 | 106.9 | 98.1
O=C1CC2OCCC3=CN4CCC56c7ccccc7N1C5C2C3CC46 (stereo not drawn) | 125.7 | 97.3 | / | 101.1 | 94.2 | 98.8 | 102.6 | /
CC(=O)CC(C)(C)NNC(N)=S | 111.4 | 86.6 | 103.4 | 109.0 | 103.3 | 99.3 | 98.3 | 122.2
CCOC(=O)c1cc(C(=O)c2ccc(OC)cc2)n2ccc(/C=C/c3ccncc3)cc12 | 107.1 | 92.4 | 106.4 | 104.6 | 98.6 | 99.7 | 108.3 | 103.4
CN(C)CCC(CCN(C)C)c1ccccn1 | 99.6 | 108.8 | 102.3 | 112.4 | 113.2 | 107.6 | / | 93.2
CN(C)c1nc2ccccc2c2c1c1c(n2Cc2ccccc2)-c2ccccc2C1=O | 99.2 | 71.5 | 55.4 | 80.0 | 85.7 | 91.4 | 98.2 | 73.1
C=CCOC(=O)c1ccc(OC)cc1 | 95.3 | / | 97.1 | 85.4 | 98.9 | 92.8 | 92.1 | 97.3
O=C(Nc1nc2ccccc2c2c(=O)c3cc(Cl)ccc3sc12)c1ccccn1 | 99.3 | 95.2 | 83.8 | 86.7 | 94.9 | 87.8 | 88.7 | 88.8
O=C1c2c(nc3ccccn23)N=C(c2ccccc2)N2CCC[C@@H]12 | 102.1 | 107.0 | 82.7 | 96.3 | 94.5 | 99.9 | 96.5 | /
COc1ccc2c(c1)/C(=C/c1ccc(OCC(=O)Nc3ccccc3)cc1)C(=O)N2 | 98.6 | 91.3 | 121.1 | 101.3 | 106.3 | 105.3 | 97.7 | 101.8
COc1cc(-c2nc3occn3c2-c2ccnc(NCCCNS(=O)(=O)c3ccc(O)cc3)n2)ccc1F | -7.4* | 21.0 | 86.7 | 94.3 | 54.4 | 95.0 | 26.2 | 103.6
Clc1cc(Cl)c(Cl)c(-c2nnc(-c3cccc(Cl)c3Cl)o2)c1 | 77.5 | 95.6 | 18.4 | 98.4 | 95.1 | 98.4 | 100.1 | 87.0
COc1cccc(-c2nn(-c3ccccc3)cc2-c2ccnc(NCCCNC(=O)c3cccc(C(F)(F)F)c3)c2)c1 | 9.8* | 23.9 | 9.4* | 8.6* | 12.1 | 48.3 | 28.2 | 48.9
CCOC(=O)c1ccc(NC(=O)CCCN(CC)CC)cc1 | 98.5 | 104.4 | 78.0 | 90.5 | 108.0 | 100.5 | 91.3 | 105.2
COc1ccc(C(=O)CC(C(=O)O)c2ccc3c(c2)OCO3)cc1OC (stereo not drawn) | 117.8 | 107.5 | / | 97.0 | 102.3 | 102.3 | 120.6 | 118.4
COC(=O)c1cc2ccccc2c2ccccc12 | 97.6 | 97.3 | 99.6 | 101.3 | 103.4 | 78.2 | 99.1 | 104.6
Nc1c(C(=O)Nc2cccc(Cl)c2)sc2ncc(Cl)cc12 | 69.8 | 95.5 | 91.9 | 43.4 | 100.2 | 73.0 | 88.2 | /
Clc1cc(Cl)c(OCCBr)cc1Cl | 100.9 | 111.9 | / | 108.6 | 108.1 | 98.9 | 99.9 | 117.8
COC(=O)[C@@]1(C)CC[C@]2(C)CC[C@]3(C)C(=CC(=O)[C@@H]4[C@@]5(C)CC[C@H](OC6C[C@@H](O)[C@@H](O)C(O)O6)C(C)(C)[C@@H]5CC[C@]43C)[C@@H]2C1 (stereo partly drawn) | 75.1 | 64.4 | 68.8 | 61.8 | 75.3 | 107.2 | 70.3 | 93.3
CCCCc1cccc(OC)c1OCc1ccccc1 | 67.7 | 59.7 | / | 55.6 | 92.9 | 104.7 | 78.7 | /
CC(CO)N(C)C (stereo not drawn) | 95.1 | 102.0 | 102.2 | 101.6 | 105.0 | 67.1 | 101.6 | 98.8
C=CCc1cc(Cl)ccc1N1C(=O)CN(Cc2ccccc2)C(=O)C1c1ccccc1 (stereo not drawn) | 95.3 | 75.9 | 87.2 | 89.9 | / | 104.4 | 96.6 | 81.3
O=C1C(=Nc2cccc(Cl)c2)CC(c2ccc(Cl)cc2)N1c1ccc(Cl)cc1 (stereo not drawn) | / | 105.4 | 97.7 | 95.8 | 124.0 | 104.8 | 115.7 | 80.1
COC(=O)CCOc1ccccc1 | 91.8 | 99.0 | 86.2 | 85.0 | 82.8 | 100.7 | 106.4 | 96.6
C=C1CCC2C3(C)COC(c4cccs4)OC3CCC2(C)C1CC(Sc1ccccc1)C1=CCOC1=O (stereo not drawn) | 103.1 | 71.7 | / | 79.7 | 95.6 | 118.2 | 83.3 | 115.8
CCNCCNc1cc(-c2ccc(Cl)c(Cl)c2)c(C#N)c2nc3ccccc3n12 | / | -74.2* | -85.8* | -87.3* | / | -75.6* | -73.8* | -80.0*
Nc1ccc(C2(c3ccccc3)Nc3ccccc3S2)cc1 (stereo not drawn) | 101.3 | 78.0 | / | 93.7 | 79.9 | 102.5 | 99.8 | 86.9
CC(C)(C)OC(=O)N1CCN(S(=O)(=O)/N=C2\NC(=O)NC2=C(Cl)Cl)CC1 | 80.7 | 96.3 | 108.0 | 102.6 | 96.1 | 105.2 | 102.9 | 90.8
O=C(CCl)N1c2ccccc2Sc2c1ccc1ccccc21 | / | 78.0 | 64.6 | 95.2 | 89.4 | 90.6 | 61.1 | 96.1
Cc1cc(O)c2c(c1)C(=O)c1c(Br)c(O)c(Br)c(O)c1C2=O | 67.1 | 52.7 | 103.2 | 80.3 | 71.0 | 60.8 | 62.0 | 65.2
Cc1cc(-c2ccc(NS(=O)(=O)c3ccccc3)c(C)c2)ccc1NS(=O)(=O)c1ccccc1 | 119.6&79.6 | 63.5&55.8 | 88.0&83.3 | 80.5&67.0 | 109.6&93.6 | 111.4&94.2 | 99.0&87.4 | 73.6&61.5
COC(=O)C1(CC(=O)c2ccc(C)cc2)NC(=S)NC(=O)C1C#N (stereo not drawn) | 99.0 | 98.4 | 98.8 | 106.3 | 108.9 | 115.3 | 104.5 | 101.5
COC(=O)[C@]12CC[C@@H](C)[C@H](C)[C@@H]1C1=CC[C@@H]3[C@@]4(C)CC(=O)[C@H](OC(=O)/C=C/c5ccccc5)[C@@]5(C)COC(=C45)C[C@@]3(C)[C@]1(C)CC2 | 85.8 | / | 84.0 | 73.0 | / | 83.5 | 83.9 | 71.2
Cc1ccc(C(=O)Nc2ccc(CN3CCN(C)CC3)c(C(F)(F)F)c2)cc1C#Cc1cnc2cccnn12 | -85.5* | -89.1* | -74.1* | -95.1* | -88.3* | -93.6* | -88.8* | -84.4*
O=C(NCCN1CCOCC1)NCN1C(=O)c2cccc3cccc(c23)C1=O | 104.1 | / | 101.5 | 85.1 | 87.0 | 90.9 | 93.4 | 101.3
O=C1/C(=C2\SC(=S)N(C3CCCCCCC3)C2=O)SC(=S)N1C1CCCCCCC1 | 102.2 | 98.1 | 98.4 | 98.4 | 100.4 | 102.9 | 99.1 | 96.8
CC(=O)Nc1ccc(/C(N=Nc2ccccc2)=N/N=C(N)N)cc1 | 100.1 | 53.7 | / | 81.7 | 96.5 | / | 76.8 | 67.4
Cc1ccc([N+](=O)[O-])c(C)n1 | 100.1 | 107.3 | 84.2 | 105.3 | 98.1 | 105.5 | 109.6 | 97.2
N#Cc1cccc(-c2nc(N3CCOCC3)c3ccccc3n2)c1 | 87.3 | 81.2 | 85.7 | 105.4 | 127.0 | 100.7 | 104.1 | 88.9
Cc1cccc(C)c1NC(=O)NS(=O)(=O)c1ccccc1 | 90.2 | 105.0 | 92.9 | 102.9 | 105.2 | 95.6 | 108.5 | 109.0
COc1cc(OC)c(/C=C/S(=O)(=O)Cc2ccc(OC)c(NCC(=O)NO)c2)c(OC)c1 | 61.8 | 12.4 | 51.8 | 22.3 | 62.4 | 20.8 | / | 34.4
Cc1c(Cl)cccc1N=Cc1ccc2c(c1)OCO2 | 123.9 | 98.5 | / | 95.1 | 94.7 | 97.2 | 114.8 | 100.6
Cn1ccnc1C(=O)/C=C/C=C/c1ccc(C(=O)Nc2ccc(F)cc2)cc1 | 19.9 | 32.8 | 82.9 | 56.7 | 46.8 | 44.7 | / | 33.4
Cn1cnc([N+](=O)[O-])c1N=C(N)N | 125.2 | 98.1 | 98.0 | 96.5 | 91.0 | 35.3 | 88.9 | 104.9
CCc1c(Cl)nc(N)nc1Nc1ccc(Br)cc1 | 106.9 | 90.0 | 99.7 | 87.1 | 103.1 | 92.4 | 110.6 | 84.3
